Eya2 phos inh: qHTS Assay for Inhibitors of the Phosphatase Activity of Eya2; Protein phosphatase EYA2 (Homo sapiens), O00167; recombinant Eya2, OMFP fluorescence dephosphorylation (OMFP is methylfluorescein phosphate); Potency, µM (series often up to 76.9 µM), without a hit: top-dose activity, negative = inhibition, actives largely listed as inhibitors; 330,000 compounds, 0.006% hits; AID 488837, 2010; further: potency means the concentration at half of the fitted maximal effect; on the % scale 0 is the no-effect control and ±100 the full control effect
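Eya2 protein (added as 0.2 uM solution) was preincubated with compound for 10 min at ambient temperature in 50 mM HEPES pH 7.5, 50 mM NaCl, 5 uM MgCl2, 0.05% BSA, 1 mM DTT. OMFP (added at 50 uM) then reacted 10 min; fluorescence read at 485/525 nm.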
USP2a inh: qHTS Assay for Inhibitors of Ubiquitin-specific Protease USP2a Using CHOP2 as the Reporter; Potency, µM (highest dose often 38.3 µM), for the others: at the highest dose activity change, negative = inhibition, actives largely listed as inhibitors; 330,000 compounds, 0.01% hits; Ubiquitin carboxyl-terminal hydrolase 2 (Homo sapiens), O75604; USP2 core, Ub-CHOP2 coupled fluorogenic reporter, 485/531;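 further: potency means the concentration at half of the fitted maximal effect; plate controls were DMSO wells for no effect and full inhibition by NEM control for full effect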
Target sequence (O75604 whole entry, looked up): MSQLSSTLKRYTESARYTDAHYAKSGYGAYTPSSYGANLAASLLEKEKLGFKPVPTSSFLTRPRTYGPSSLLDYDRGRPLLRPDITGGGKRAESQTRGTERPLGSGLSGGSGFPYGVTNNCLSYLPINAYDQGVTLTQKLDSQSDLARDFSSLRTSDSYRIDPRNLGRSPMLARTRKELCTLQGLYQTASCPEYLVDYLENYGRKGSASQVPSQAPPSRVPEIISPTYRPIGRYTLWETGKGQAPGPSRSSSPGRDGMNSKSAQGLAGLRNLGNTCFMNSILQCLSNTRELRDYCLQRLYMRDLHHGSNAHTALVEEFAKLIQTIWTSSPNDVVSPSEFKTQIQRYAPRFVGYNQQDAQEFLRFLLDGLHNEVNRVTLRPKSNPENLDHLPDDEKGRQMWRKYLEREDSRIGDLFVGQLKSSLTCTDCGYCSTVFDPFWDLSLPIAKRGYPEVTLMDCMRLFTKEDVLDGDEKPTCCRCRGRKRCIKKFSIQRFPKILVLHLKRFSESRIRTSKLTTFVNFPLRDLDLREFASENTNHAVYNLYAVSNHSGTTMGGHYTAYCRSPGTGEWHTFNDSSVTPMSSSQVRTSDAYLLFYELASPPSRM
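Cell-free coupled assay: 10nM USP2 core preincubated 30min RT with compound in Tris-HCl pH 8.0/CaCl2/CHAPS buffer, then 25nM Ub-CHOP2 and 25nM reporter substrate; fluorescence (Ex 485/Em 531) read after 60min RT, normalized to NEM inhibition, concentration-response curves fitted.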
TSHR antag: Antagonists of the Thyroid Stimulating Hormone Receptor: HTS campaign; 330,000 compounds, 0.2% hits; TSHR-expressing cells, TSH-stimulated cAMP HTRF, 2 h; hits give low values; activity change, negative = inhibition, % at 11.5 µM; Thyrotropin receptor (Homo sapiens), P16473;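 active means activity change below a set negative limit, meaning inhibition stronger than a set level, cut at about -70% in these data; inconclusive means activity change between two set negative limits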; further: on the % scale 0 is the no-effect control and ±100 the full control effect
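Freshly harvested TSHR cells receive pin-tooled compound, then EC80 TSH at 4nM final. After 2 hours at 37 deg C, antibody in lysis buffer and cAMP-d2 are added; 30 minutes at ambient temperature precede the HTRF read.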
KCNH2 WT inh: qHTS for Inhibitors of KCHN2 3.1: Wildtype qHTS | activity change, % at 1.84 µM | U2OS, BacMam KCNH2, thallium flux FluxOr; hits give low values | 340,000 compounds, 0.37% hits | AID 720551, 2013;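 active means maximum activity change below -70%; inconclusive means maximum activity change between -70% and -50%; inactive means maximum activity change above -50%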; further: on the % scale 0 is the no-effect control and ±100 the full control effect
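U2OS cells transduced with wild-type KCNH2 virus are loaded with FluxOr dye for 45 min, and thallium flux is measured in kinetic reads before and after stimulation buffer. Rate constants are normalized to DMSO controls.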
PKM2 act: qHTS Assay for Activators of Human Muscle isoform 2 Pyruvate Kinase | Pyruvate kinase PKM (Homo sapiens), P14618 | purified PKM2, Kinase-Glo ATP luminescence, activation; response scale: 0% is enzyme alone, no compound | Potency, µM (highest dose often 57.5 µM), for inactives: top-dose activation, actives largely listed as activators | 260,000 compounds, 0.34% hits | AID 1631, 2009; further: potency means the concentration at half of the fitted maximal effect; on the % scale 0 is the no-effect control and ±100 the full control effect; nearly all actives have a fitted effect of over 55% in size
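Purified hPK-M2 (>95%) run at intermediate activity with 0.1 mM ADP and 0.5 mM PEP in 50 mM imidazole pH 7.2, KCl, MgCl2; 1 h room temperature. ATP formed read by Kinase-Glo luminescence; normalized to uninhibited and no-enzyme controls.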
BCR signal inh: qHTS Assay to Find Inhibitors of Chronic Active B-Cell Receptor Signaling. ABC-DLBCL IkBa-CBG/CBR reporter, luminescence ratio, 4 h. Potency, µM (doses to about 46.1 µM), for inactives: top-dose ratio change, negative = lower green/red ratio, most hits filed as inhibitors. 340,000 compounds, 0.05% hits; active means well fitted inhibition curve with a large enough effect in the signal ratio, with a control signal flat, not every such curve was filed as active; inconclusive means small, poorly fitted or top-dose-only effect, or effect the other way, or a change in a side signal; the % refers to the signal ratio;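 further: potency means the concentration at half of the fitted maximal effect; plate controls were basal doxycycline-induced cells for no effect and cells given 10 µM MG132 for full effect; MG132 reads +100%, hits lower the ratio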
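Concentration-response series (up to 46 uM) were applied to TMD8 dual-reporter cells for 4 h at 37C with doxycycline. Green/red ratio, after filter-overlap correction, defined %Activity; red signal alone was normalised to basal cells and zero luminescence.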
MBNL1 CUG block: qHTS Assay for Inhibitors of MBNL1-poly(CUG) RNA binding. TR-FRET MBNL1-His/biotin-(CUG)12 binding, 665/545 ratio. 280,000 compounds, 0.036% hits. Muscleblind-like protein 1 (Homo sapiens), Q9NR56. AID 2675, 2010. Potency, µM (titrated, usually from 57.5 µM), for inactives: top-dose activity change, negative = inhibition, usual class: inhibitors; active means well fitted inhibition curve with a large enough effect in the signal ratio, with a control signal flat, not every such curve was filed as active; inconclusive means small, poorly fitted or top-dose-only effect, or effect the other way, or a change in a side signal; inactive means no such curve, though single readings can be large or run the other way; the % refers to the signal ratio; further: potency means the concentration at half of the fitted maximal effect; on the % scale 0 is the no-effect control and ±100 the full control effect
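Ratiometric TR-FRET (665 over 545 nm, excitation 340 nm) tracks disruption of MBNL1-His/biotin-(CUG)12 complex after 60 min at room temperature, with compounds at 92 nM to 58 uM final.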
GALK inh: qHTS Assay for Inhibitors of Human Galactokinase (GALK) | P51570 | 270,000 compounds, 0.007% hits | Purified GALK, Kinase-Glo residual ATP luminescence | Potency, µM (top dose mostly 57.5 µM), for the others: at the top dose activity change, negative = inhibition, usual class: inhibitors; further: potency means the concentration at half of the fitted maximal effect; on the % scale 0 is the no-effect control and ±100 the full control effect
Target sequence (P51570 whole entry, looked up): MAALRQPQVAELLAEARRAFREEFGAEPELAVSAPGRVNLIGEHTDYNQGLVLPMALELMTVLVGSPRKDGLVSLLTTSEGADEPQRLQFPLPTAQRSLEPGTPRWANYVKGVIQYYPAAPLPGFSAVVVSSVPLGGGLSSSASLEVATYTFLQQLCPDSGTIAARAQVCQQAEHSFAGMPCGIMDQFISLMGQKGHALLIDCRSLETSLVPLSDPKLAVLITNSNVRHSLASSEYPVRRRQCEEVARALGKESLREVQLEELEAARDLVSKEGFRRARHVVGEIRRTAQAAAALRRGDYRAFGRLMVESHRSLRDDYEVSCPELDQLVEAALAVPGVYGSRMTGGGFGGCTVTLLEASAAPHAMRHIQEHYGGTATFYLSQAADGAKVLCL
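Human GALK (5 nM) with 35 uM ATP and 100 uM galactose in 20 mM HEPES pH 8.0, 5 mM MgCl2, 60 mM NaCl, 1 mM DTT, 0.01% BSA. After 1 h at room temperature, leftover ATP was read by Kinase-Glo Plus luminescence.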
Menin MLL FP TR: qHTS Assay for Inhibitors Targeting the Menin-MLL Interaction in MLL Related Leukemias: Competition With Texas Red Labeled MLL-derived Mutant Peptide | Menin + Texas Red MLL mutant peptide, fluorescence polarization | Potency, µM (titrated, usually from 61.6 µM), inactives show at the highest dose FP activity change, negative = inhibition, usual class: inhibitors | 270,000 compounds, 0.23% hits | O00255 | AID 1768, 2009; active means well fitted inhibition curve with a large enough effect in the polarisation, with a control signal flat, not every such curve was filed as active; inconclusive means small, poorly fitted or top-dose-only effect, or effect the other way, or a change in a side signal; inactive means no such curve, though single readings can be large or run the other way; the % refers to the polarisation; further: potency means the concentration at half of the fitted maximal effect; % of control where 0% means no effect; many of its hits are not listed in these tables
S-ASM inh: Inhibitors of Secretory Acid Sphingomyelinase (S-ASM): qHTS. 340,000 compounds, 0.006% hits. placental ASM, HMU-PC fluorogenic substrate, 60 min. Sphingomyelin phosphodiesterase (Homo sapiens), P17405. AID 504937, 2011. Potency, µM (series often up to 57.5 µM), without a hit: at the highest dose activity change, negative = inhibition, actives largely listed as inhibitors; further: potency means the concentration at half of the fitted maximal effect
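Human placenta-derived ASM enzyme was preincubated with compound for 10 minutes at room temperature, then given fluorogenic substrate HMU-PC0 (9 uM final) for 60 minutes at 37 °C; a pH 10 stop preceded fluorescence reading at Ex 386/Em 447 nm.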
Mito fusion act: qHTS Assay for Small Molecule Inhibitors of Mitochondrial Division or Activators of Mitochondrial Fusion | Potency, µM (top dose mostly 46.1 µM), for inactives: at the top dose growth rescue (activation), hits mostly activators | S. cerevisiae fusion-defective mutant growth rescue, CellTiterGlo 48 h | 320,000 compounds, 0.23% hits;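 further: potency means the concentration at half of the fitted maximal effect; % of control where 0% means no effect; nearly all actives have a fitted effect of over 45% in size; temperature-sensitive fusion mutants such as fzo1-1 at 37 °C on non-fermentable ethanol glycerol medium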
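Luminescent cell viability in 1536-well qHTS format served as the measure of rescued growth in ts fusion-mutant S. cerevisiae cultured on non-fermentable YPEG for 48 hours at 37C.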
* marks the source's active call; other numbers are inactive results; ? = inconclusive; / = no result given; & = joins results of further samples; [ ] = dose if it differs, or a comment. Unless noted, the call rests on the fitted dose curve; in most records, active means well fitted curve in the direction sought with a large enough effect; inconclusive means small, poorly fitted or top-dose-only effect, or another doubt; inactive means no such curve, though single readings can be large; an effect the other way counts as inactive or inconclusive. Not all compounds are listed; the hit share may differ from the screen's.

Every second line gives: Eya2 phos inh | USP2a inh | TSHR antag | KCNH2 WT inh | PKM2 act | BCR signal inh | MBNL1 CUG block | GALK inh | Menin MLL FP TR | S-ASM inh | Mito fusion act
> CNS(=O)(=O)c1cccc(C(=O)OCc2cc(=O)n3cc(Br)ccc3n2)c1
  5% | -1% | 1 | 3 | 3% | -1% | / | -1% | 9% | 5% | 5%
> CCOc1ccccc1N1CCN(C(=O)C2c3ccccc3Oc3ccccc32)CC1
  -2% | 0% | 20 | 19 | 1% | -14% | -28% | -1% | ? | -6% | -8%
> COC(=O)c1cccc(N2C(=O)c3ccccc3S2(=O)=O)c1
  7% | 0% | -7 | -1 | -2% | -11% | -8% | 0% | 16% | 5% | 2%
> Cc1cc(=O)oc2c3c(cc(OCC(=O)NCC4CCC(C(=O)O)CC4)c12)OC(C)(C)CC3 (stereo not drawn)
  -11% | -1% | -15 | 1 | 0% | -28% | -5% | / | 3% | 47%[activator] | 1%
> CCN(CC)S(=O)(=O)c1ccc(N2CCN(C)CC2)c(NC(=O)CSCC(=O)Nc2cccc(C)c2)c1
  13% | 0% | -3 | 0 | / | -1% | / | / | / | 9% | -6%
> CCCCOC(=O)c1ccc(NC(=O)C(=O)NCCN(CC)CC)cc1
  -1% | 1% | -7 | 21 | 1% | 3% | -6% | 1% | / | 0% | -5%
> CC(C)OCCCNC(=O)C1CCC(=O)N1C(C)C (stereo not drawn)
  -16% | -2% | -1 | -26 | -1% | -5% | -12% | 0% | 8% | 3% | 1%
> CCCCCC(=O)N/N=C(\C)c1ccc(NC(=O)c2ccco2)cc1
  12% | 0% | 2 | 6 | -8% | ? | -2% | 0% | ? | 2% | 0%
> CC1CN(S(=O)(=O)c2cccc(C(=O)NCCC3=CCCCC3)c2)CC(C)O1 (stereo not drawn)
  3% | 0% | -1 | -15 | / | 9% | / | / | / | -3% | 2%
> CCc1ccccc1NC(=O)C1CCCN(S(=O)(=O)c2c(C)noc2C)C1 (stereo not drawn)
  -8% | 4% | 1 | -15 | -2% | -1% | 2% | 0% | 64%[activator] | 0% | 3%
> CCOC(=O)C1=C(C)N=C2SCCC(=O)N2[C@@H]1/C=C/c1ccccc1
  5% | -1% | 25 | -15 | 0% | 8% | 6% | -1% | 6% | -2% | 1%
> COc1cc2nc(SCC(=O)NCc3ccco3)n(Cc3ccc(Cl)cc3)c(=O)c2cc1OC
  -1% | 2% | -7 | 18 | -6% | 13% | 1% | -2% | 27% | 1% | -6%
> COCCN(C(=O)COC(=O)C(c1ccccc1)c1ccccc1)c1c(N)n(Cc2ccccc2)c(=O)[nH]c1=O
  0% | 1% | / | -43 | / | -7% | / | / | / | -3% | -3%
> Cc1cccc(C)c1NC(=S)N/N=C/c1ccc(OCCC(C)C)cc1
  -8% | -3% | -16 | 0 | 0% | ? | -2% | 3% | -6% | -10% | -4%
> COc1cccc(C(=O)Nc2ccc3c(c2)C(=O)c2ccccc2C3=O)c1
  8% | 0% | -11 | 8 | -5% | ? | / | 2% | ? | -6% | 0%
> CCCCNC(=O)N1CCN(c2ccccc2OCC)CC1
  7% | 1% | 19 | 2 | -15% | 10% | -8% | 6% | 1% | 4% | 2%
> Cc1ccc[n+](-c2[nH]c(=O)sc2/C=N/NC(=O)c2ccccc2[O-])c1
  -13% | 1% | -9 | 0 | 1% | ? | ? | 2% | 30% | 3% | 0%
> O=C(CCN1C(=O)C2CCCCC2C1=O)Nc1nc(-c2ccccc2)cs1 (stereo not drawn)
  -2% | -1% | -3 | 1 | -2% | 14% | / | -2% | / | -9% | -1%
> O=C(N/N=C\c1ccc(Br)cc1)c1ccc(Cn2cccn2)o1
  -2% | 0% | -8 | 1 | 0% | -7% | 8% | 0% | -9% | -3% | 0%
> Cc1ccc(S(=O)(=O)C(c2ccccc2)c2c(C)noc2C)cc1 (stereo not drawn)
  0% | 0% | -1 | 16 | 0% | 5% | -5% | 2% | 0% | 2% | ?
> Cn1c(Oc2ccccc2NCc2cccc(Br)c2)cc(=O)n(C)c1=O
  -29% | -2% | 3 | 1 | 3% | 8% | -1% | -3% | -24% | -16% | 9%
> Cc1nc2cc(-c3ccccc3)[nH]n2c(=O)c1C
  4% | -1% | -3 | 6 | -4%[11.5 µM] | 8% | 3% | 1% | 8% | 3% | 2%
> COc1cc(C(=O)N/N=C/c2ccccn2)cc(OC)c1OC
  -4% | 6% | -5 | 16 | 2% | ? | 17% | 0% | -8% | 0% | -9%
> CCCc1nnc(SCC(=O)Nc2ccc(C(=O)OCC)cc2)o1
  -5% | 1% | 3 | 5 | 0% | 2% | -10% | -2% | 14% | -2% | -3%
> CCn1c(=O)n(CC)c2cc(S(N)(=O)=O)ccc21
  17% | 1% | 5 | 0 | 3% | ? | -4% | 0% | -7% | 3% | -2%
> COc1ccccc1/C=C/C(=O)OCC(=O)Nc1ccc(Cl)cn1
  -6% | 0% | -12 | -2 | 3% | 25% | / | -1% | / | -4% | 6%
> COc1ccccc1C(=O)NCC(=O)OC(C)C(=O)N(C)C1CCCCC1 (stereo not drawn)
  -5% | -1% | 5 | 6 | / | 0% | / | / | / | 2% | -1%
> CSc1ccccc1NC(=O)CN(c1ccccc1)S(=O)(=O)N(C)C
  -17% | 1% | 4 | -3 | -1% | ? | -5% | 1% | -17% | 0% | -29%
> Cc1cc(NCc2cccnc2)nc(N)n1
  -5% | -2% | -6 | -1 | / | 10% | -4% | 6% | ? | 5% | 2%
> O=C(COc1ccccc1Cl)Nc1cccnc1
  -8% | 0% | 8 | -11 | 17% | -6% | -20% | 1% | 1% | 7% | -3%
> O=C(OCC(=O)N(C1CCCCC1)C1CCCCC1)c1ccc(Cl)nc1
  9% | 0% | 3 | 3 | / | 0% | / | / | / | -5% | -2%
> COCCn1c(C)cc(C(=O)COC(=O)/C=C/c2c(C)nn(C3CCS(=O)(=O)C3)c2Cl)c1C (stereo not drawn)
  3% | -6% | -13 | 4 | / | -3% | / | / | / | 0% | 2%
> CCOC(=O)c1cnc(-n2nc(C)cc2C)nc1NNc1cc(C)nc(-c2ccccc2)n1
  -4% | 0% | 10 | -3 | 6% | -2% | / | 0% | 6% | -7% | ?
> COc1ccc(NC(=O)/C(=C\c2cc(OC)c(OC)cc2[N+](=O)[O-])NC(=O)c2ccccc2)cc1
  -14% | 5% | 0 | 4 | -3% | ? | ? | / | -17% | -6% | -1%
> Cc1cccc(Cl)c1NC(=S)NN
  10% | 1% | 5 | 11 | 0% | -2% | -7% | 0% | / | -5% | 3%
> C[C@H](O)C(=O)C1=Nc2c(nc(N)[nH]c2=O)NC1
  2%&5% | 3% | 10&-1 | 14 | / | 0% | ? | / | 1% | / | 2%&0%
> CC12CCC(=O)N1C(C(=O)N1CCN(c3cccc(Cl)c3)CC1)CS2 (stereo not drawn)
  18% | 0% | -6 | 15 | / | -2% | / | / | / | -2% | 3%

High-throughput results (PubChem BioAssay)
